TRPC6 inhibitor = blocks the mouse TRPC6 cation channel | Q61143 | HEK293-TRPC6, membrane potential dye, ACh-evoked depolarization; hits give low values | B-score at 10 µM | 1.1% of 310,000 active | AID 2553;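 active = B-score under library mean minus 3 SD, initial fluorescence not abnormally high, positive integrated signal ratio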;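 note: B-score derived from integrated fluorescence ratio over the kinetic read; more negative B-score means stronger inhibition of depolarization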
TRPC6 activator = activators of mouse TRPC6 channel | HEK293-TRPC6 membrane potential dye fluorescence; hits give high values | B-score at 10 µM | Q61143 | 0.13% of 310,000 active;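 active = B-score of the integrated fluorescence ratio above library mean plus 3 SD, and starting fluorescence ratio within library mean plus 5 SD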;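 note: higher score means more depolarization so channel activation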
TMEM16A inh = inhibitors of mouse TMEM16A calcium-activated chloride channel | HEK293 TMEM16A/YFP iodide influx fluorescence, ionomycin | Q8BHY3 | 1.2% of 310,000 active | AID 588511 | normalized B-score (activity score, 25-100; higher = stronger inhibition) at 10 µM;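 active = ratio plate-corrected score three or more library SD toward inhibition, starting fluorescence score within five deviations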;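 note: score derived from kinetic fluorescence span divided by baseline fluorescence per well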
RGS4 inh = human RGS4 inhibition. B-score at 10 µM. P49798. HEK293 M3R/RGS4 inducible, Fluo-4 calcium flux; hits give high values; triggered by carbachol at its EC20. AID 463165. 0.45% of 310,000 active;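 active = B-score, a plate-corrected calcium signal, over three deviations above library mean, with baseline fluorescence within five deviations of library mean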;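 note: RGS4 expression induced by doxycycline in cells with stable M3 receptor; B-score is computed from the integrated fluorescence ratio over baseline after carbachol; higher B-score means a larger calcium signal and so more RGS4 inhibition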
Target sequence (P49798 whole entry, looked up): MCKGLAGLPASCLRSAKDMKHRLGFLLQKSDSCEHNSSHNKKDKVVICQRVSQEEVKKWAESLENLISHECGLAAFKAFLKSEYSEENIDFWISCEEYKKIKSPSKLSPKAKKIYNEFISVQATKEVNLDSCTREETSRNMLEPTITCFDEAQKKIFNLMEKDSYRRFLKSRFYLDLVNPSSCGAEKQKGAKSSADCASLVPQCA
HDAC3 inh = blocks human histone deacetylase 3; 0.15% of 320,000 active; inhibition, % at 8.3 µM; O15379; recombinant HDAC3, fluorogenic peptide/trypsin coupled, fluorescence; in the data active = inhibition above about 26%, passing the limit was not always enough; inconclusive = no clear call, values can overlap the other calls
Target sequence (O15379 whole entry, looked up): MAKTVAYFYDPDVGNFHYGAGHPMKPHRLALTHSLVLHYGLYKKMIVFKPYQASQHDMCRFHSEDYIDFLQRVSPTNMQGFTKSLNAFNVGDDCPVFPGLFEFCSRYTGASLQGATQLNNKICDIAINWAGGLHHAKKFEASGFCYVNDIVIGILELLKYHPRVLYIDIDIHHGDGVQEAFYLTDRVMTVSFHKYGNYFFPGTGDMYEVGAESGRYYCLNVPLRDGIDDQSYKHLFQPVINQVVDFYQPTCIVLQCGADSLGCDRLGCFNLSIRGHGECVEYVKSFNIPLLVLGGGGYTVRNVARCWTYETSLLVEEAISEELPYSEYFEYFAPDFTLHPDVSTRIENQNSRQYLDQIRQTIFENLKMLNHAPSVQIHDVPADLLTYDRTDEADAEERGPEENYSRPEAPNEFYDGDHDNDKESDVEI
MrgX1 ag = human MrgX1 receptor agonism, primary screen; Q96LB2; MrgX1-HEK293 cells, Fluo-4 calcium fluorescence, agonist mode; hits give high values; B-score at 10 µM; 0.44% of 310,000 active; AID 588627;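 active = calcium response B-score plate-corrected fluorescence ratio at least 3 library SD, with starting fluorescence B-score inside 5 SD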
Target sequence (Q96LB2 whole entry, looked up): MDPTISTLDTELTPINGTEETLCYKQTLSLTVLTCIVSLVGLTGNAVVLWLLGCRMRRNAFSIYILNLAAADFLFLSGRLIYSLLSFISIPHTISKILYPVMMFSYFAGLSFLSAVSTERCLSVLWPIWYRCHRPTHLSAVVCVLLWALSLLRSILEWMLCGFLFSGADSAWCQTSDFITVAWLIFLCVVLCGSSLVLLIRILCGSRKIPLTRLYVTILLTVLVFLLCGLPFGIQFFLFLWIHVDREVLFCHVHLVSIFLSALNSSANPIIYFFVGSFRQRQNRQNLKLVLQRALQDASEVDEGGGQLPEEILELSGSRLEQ
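Material: MrgX1-expressing HEK293 cells; input: 15,000 cells per well; doses: test compound given as first of three sequential additions; schedule: overnight plating before 1 h dye loading; technique: Fluo-4 NW calcium-flux fluorescence, kinetic read; evaluation: baseline-normalised fluorescence change ratio, B-scored; control set: plate-wise positive and negative controls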
MrgX1 allo act = allosterically activates human MrgX1 receptor signaling; Q96LB2; AID 588675; B-score at 10 µM; 0.63% of 310,000 active; MrgX1-HEK293, Fluo-4 calcium flux, FDSS; hits give high values;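 active = plate-corrected calcium response at least 3 library SD above typical, normal starting fluorescence, not activating the receptor alone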;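 note: compound read alongside a low EC10 to EC30 dose of BAM8-22 agonist; peak minus trough fluorescence over baseline measured at the second addition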
MrgX1 antag = blocks BAM8-22 activation of human MrgX1 receptor | MRGX1-HEK293 calcium flux, Fluo-4, BAM8-22 antagonism; hits give low values | B-score at 10 µM | 1.3% of 310,000 active;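 active = calcium-response B-score plate-corrected more than 3 library SD below zero, starting fluorescence within 5 deviations, no agonist response on first addition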;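 note: peak minus trough fluorescence over baseline after final BAM8-22 challenge near maximal dose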
TMEM16A act = mouse TMEM16A channel activation, primary screen | Q8BHY3 | HEK293 TMEM16A/YFP-H148Q/I152L, iodide quench fluorescence; hits give low values | B-score at 10 µM | 0.3% of 340,000 active | AID 623877;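 active = fluorescence-ratio B-score plate-corrected deviation score at least 3 library SD below zero, with starting fluorescence score within 5 deviations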;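 note: channel opened by trigger with iodide after compound preincubation; score built on the fluorescence ratio of max minus min over baseline; more negative score means more quench and so TMEM16A activation or potentiation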
RGS4 act = potentiators or activators of RGS4; HEK293 M3R/inducible RGS4, carbachol calcium flux Fluo4; hits give low values; B-score at 10 µM; 0.92% of 310,000 active; AID 463111;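 active = B-score of the integrated calcium signal more than 4 SD below the library mean, with starting fluorescence not abnormally high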;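 note: negative B-score means reduced calcium response which marks RGS4 activation or potentiation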
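Test system: HEK293 cells with stable M3R and inducible RGS4; also added: carbachol at ECmax as muscarinic agonist stimulus; schedule: dye loading 30 min 37 °C, buffer rest 30 min RT; technique: kinetic calcium fluorescence imaging with Fluo4-AM dye, 2 µM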
SKKanGAS inh = inhibitors of SKKanGAS S. pyogenes growth in kanamycin (SK-promoter or general growth effect); BacTiter-Glo, 6 h; inhibition, % at 7.5 µM; 1.3% of 300,000 active; AID 1662;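 active = mean replicate score, as percent of positive control median, at least 50; inconclusive = mean below 50 but one replicate at or above 50; inactive = mean and every replicate below 50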;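 note: strain carries kanamycin resistance gene driven by streptokinase promoter and grows in 40 µg/ml kanamycin; loss of luminescence reflects streptokinase promoter inhibition or plain growth inhibition; 0% = median of DMSO wells and 100% = positive control at its reference dose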
Numbers without * were called inactive; i = inactive; ? = inconclusive; . = no result given.

Structure	TRPC6 inhibitor	MrgX1 allo act	RGS4 act	HDAC3 inh	TMEM16A inh	TMEM16A act	MrgX1 ag	MrgX1 antag	RGS4 inh	TRPC6 activator	SKKanGAS inh
CCn1c(C(Cc2ccccc2)NC(=O)COC)nc2ccccc21 (centres undefined)	i	i	i	.	i	i	i	i	i	i	4.1
CCOC(=O)c1nc2sc3c(c2c(=O)[nH]1)CCC(C)C3 (centres undefined)	i	i	i	-1.9	i	i	i	i	i	i	0.6
Cc1ccc(-c2nc3ccccc3[nH]2)cc1NC(=O)/C=C/c1ccco1	i	i	i	2.1	i	i	i	i	i	i	-4.6
Cc1cc(=O)oc2cc(OCC(=O)N3CCOCC3)ccc12	i	.	i	.	.	i	.	.	i	i	24.7
O=C(O)COc1c(-c2ccc(Cl)cc2)oc2ccccc2c1=O	i	i	i	11.6	i	i	i	i	i	i	3.0
CC12C=CC(=O)C=C1CCC1C3CCC(O)(C(=O)CO)C3(C)CC3OC312 (centres undefined)	i	i	i	4.9	i	i	i	i	i	i	6.2
O=C(NC(=O)c1ccccc1)Nc1cccc(S(=O)(=O)N2CCCCC2)c1	i	i	i	0.6	i	i	i	i	i	i	-2.2
O=C(Nc1nc2c(F)cccc2s1)c1ccc([N+](=O)[O-])o1	i	i	i	0.5	i	i	i	i	i	i	13.9
Cc1cccc(N(CC(=O)NCc2ccc3c(c2)OCO3)C(=O)CCC(=O)Nc2ccccn2)c1C	i	.	i	.	.	i	.	.	i	i	4.9
COc1ccc(COC(=O)N/N=C(\C)CC(=O)Nc2ccc(Cl)cc2)cc1	i	i	i	-0.9	i	i	i	i	i	i	-9.6
O=C(COc1ccccc1)NNC(=O)COc1ccc([N+](=O)[O-])cc1	i	i	i	1.7	i	i	i	i	i	i	-15.4
CC(C)N(Cc1ccccc1)C(=S)NCc1ccccc1	i	i	i	3.5	i	i	i	i	i	i	4.0
O=C1CC(NS(=O)(=O)c2ccc([N+](=O)[O-])cc2)CN1c1cccc(F)c1 (centres undefined)	i	i	i	0.3	i	i	i	i	i	i	6.6
CCOC(=O)CSc1nnc(-c2ccco2)n1C	i	i	i	0.7	i	i	i	i	i	i	8.5
Cc1ccc(NC(=O)Cn2nc(C(=O)Nc3ccc(C)cc3)ccc2=O)cc1	i	i	i	?	i	i	i	i	i	i	8.2
CCOc1ccccc1NC(=O)c1cc(CC(C)C)oc1C	i	i	i	13.7	i	i	i	i	i	i	10.7
COc1ccc(NC(=S)NNC(=O)c2nnn(-c3ccccc3)c2C)cc1	i	i	i	2.8	i	i	i	i	i	i	4.9
O=C(OCc1ccccc1)c1ccc2c(c1)-c1ccccc1C2=O	i	i	i	-4.5	i	i	i	i	i	i	55.3*
Cc1ccc2c(c1)N(C(=O)CCC(=O)N1CCN(c3cccc(C)c3C)CC1)CCO2	i	i	i	0.8	i	i	i	i	i	i	0.0
CCCC(c1nnnn1Cc1ccco1)N1CCC(C(N)=O)CC1 (centres undefined)	i	i	i	2.8	i	i	i	i	i	i	6.8
Oc1ccc(/C=N/Nc2cccc3cccnc23)c(O)c1	i	i	i	5.2	i	i	i	i	i	i	6.3
CC(=O)Nc1ccc(S(=O)(=O)C(C#N)c2nc3ccccc3nc2NCCCO)cc1 (centres undefined)	i	i	i	-160.0	i	i	i	i	i	i	-3.7
COc1cc(-c2nnc(SCC#CCO)o2)cc(OC)c1OC	i	i	i	0.1	i	i	i	i	i	i	4.0
COc1ccccc1CNC(=O)C(NS(=O)(=O)c1ccc2c(c1)OCCO2)C(C)C (centres undefined)	i	i	i	-2.0	i	i	i	i	i	i	4.4
COc1cc(/C=C(\C#N)C(=O)Nc2cccc(C(=O)O)c2)ccc1OCc1ccc(F)cc1	i	i	i	2.0	i	i	i	i	i	i	12.6
O=C(c1cc(Br)c(Br)s1)N1CCOCC1	i	i	i	-1.4	i	i	i	i	i	i	2.4
CC(OC(=O)C1CCN(S(=O)(=O)c2ccccc2)CC1)C(=O)Nc1ncc(Cl)cc1Cl (centres undefined)	i	i	i	-6.0	i	i	i	i	i	i	-4.0
CCOC(=O)C1CCN(C(=O)c2sc3ncnc(N4CCC(C)CC4)c3c2C)CC1	i	i	i	-1.4	i	i	i	i	i	i	1.4
Oc1[nH]c2ccccc2c1N=Nc1cccc(Cl)c1	i	i	i	-3.4	i	i	i	i	i	i	6.4
NC(=O)CSc1nnc(-c2ccc(S(=O)(=O)N3CCOCC3)cc2)n1CC1CCCO1 (centres undefined)	i	i	i	-1.4	i	i	i	i	i	i	0.5
O=C(Nc1ccc2nsnc2c1)C1CC1	i	i	i	-4.3	i	i	i	i	i	i	2.6
CCC(C)NC(=O)c1nn(C)c(=O)c2ccccc12 (centres undefined)	i	i	i	0.5	i	i	i	i	i	i	-2.6
COc1cc(/C=N/n2c(-c3cc(C)[nH]n3)n[nH]c2=S)cc(OC)c1O	i	i	i	-0.9	i	i	i	i	i	i	-3.1
CCOC(=O)c1[nH]c(C)c(C(=O)OCCN2C(=O)c3ccccc3C2=O)c1C	i	i	i	-7.0	i	i	i	i	i	i	17.0
Cc1nnc(-c2cccc(Br)c2)c2cn(-c3ccccc3Cl)nc12	i	i	i	?	i	i	i	i	i	i	-8.7
Cc1ccc(N(CC(O)CN2CCCC2)S(=O)(=O)c2ccc(C)cc2)cc1 (centres undefined)	i	i	i	2.9	i	i	i	i	i	i	6.2
O=C(NC1CCS(=O)(=O)C1)C1CCCN(S(=O)(=O)c2ccc(Cl)cc2)C1 (centres undefined)	i	i	i	0.1	i	i	i	i	i	i	1.6
CCc1ccc(NC(=O)Cc2ccc(-n3cccc3)cc2)cc1	i	i	i	-5.3	i	i	i	i	i	i	4.5
Cc1ccc(S(=O)(=O)N(C)c2ccc(OC(=O)c3ccc(N4CCCC4=O)cc3)cc2)cc1	i	i	i	-13.6	i	i	i	i	i	i	-4.4
Cc1nc(-c2ccc(Cl)cc2)sc1C(=O)NNC(=O)C(C)C	i	i	i	-1.2	i	i	i	i	i	i	-3.3
Cc1cccc(/C=C2\Sc3ccc(C(=O)NCC4CCCO4)cc3N(C)C2=O)c1 (centres undefined)	i	i	i	13.2	i	i	i	i	i	i	28.0
COC(=O)c1cc([N+](=O)[O-])c(-n2ccnc2)c([N+](=O)[O-])c1	i	i	i	-1.9	i	i	i	i	i	i	3.4
O=C(Nc1ccccc1Cl)O/N=C(/c1ccccc1)c1ccccn1	i	i	i	5.1	i	i	i	i	i	i	18.0
O=C(NCc1ccc(Cl)cc1)N1CCOCC1	i	i	i	-7.1	i	i	i	i	i	i	-0.2
CCN(CC(=O)Nc1c(F)cccc1F)C(=O)C1Cc2ccccc2CN1S(=O)(=O)CC (centres undefined)	i	i	i	0.6	i	i	i	i	i	i	-2.4
CCOc1ccc(CN(CC)C(=O)Cc2c[nH]c3ccccc23)cc1OC	i	i	i	3.3	i	i	i	i	i	i	5.0
N#Cc1ccccc1NC(=O)Nc1ccc(Cl)cc1	i	i	i	-4.9	i	i	i	i	i	i	-10.7
CCN1CC2=C(OC(N)=C(C#N)C2c2ccccc2)/C(=C\c2ccccc2)C1 (centres undefined)	i	22.2*	i	1.0	i	i	i	i	i	i	2.2
COc1ccc(Cl)cc1NC(=O)CNc1ccccc1F	i	i	i	8.4	i	i	i	i	i	i	-5.0
COc1ccc(NC(=O)C(C)SCc2ccccc2)cc1 (centres undefined)	i	i	i	-12.7	i	i	i	i	i	i	0.2
COc1ccc(NC(C)=O)cc1NC(C)C(=O)Nc1cc(C(F)(F)F)ccc1N1CCOCC1 (centres undefined)	i	i	i	4.8	i	i	i	i	i	i	-1.2
c1ccc(-c2cc3c(NCC4COc5ccccc5O4)ncnc3s2)cc1 (centres undefined)	i	i	i	-5.4	100*	i	i	i	i	i	74.2*
CC(C)(C)N(Cc1cc2ccccc2[nH]c1=O)C(=O)c1cccc([N+](=O)[O-])c1	i	i	i	0.8	i	i	i	i	i	i	-5.3
COc1ccc(S(=O)(=O)NCc2ccc(C(=O)NCc3cccnc3)cc2)cc1	i	i	i	3.2	i	.	i	i	i	i	-3.1
CC(Cl)C(=O)Nc1ccccc1C#N (centres undefined)	i	i	i	5.4	i	i	i	i	i	i	0.5
Cc1ccc(C)c(CN2C(=O)C3CCCN3c3ccc(C#N)cc32)c1 (centres undefined)	i	i	i	-1.4	i	i	i	-5.61*	i	i	-5.0
Cc1cccc(CS(=O)(=O)Cc2ccc(C(=O)NCc3cccnc3)o2)c1	i	i	i	-1.8	i	i	i	i	i	i	-8.9
Cc1ccc(NC(=O)C(=O)c2cn(CC(=O)N3CCCCC3)c3ccccc23)cc1	i	i	i	10.1	i	i	i	i	i	i	7.7
Cc1onc(-c2ccccc2)c1C(=O)NCCc1ccc(S(N)(=O)=O)cc1	i	i	i	-2.2	i	i	i	i	i	i	6.3
O=C(NCCSc1ncc(-c2ccc(F)cc2)[nH]1)c1ccco1	i	i	i	6.9	i	i	i	i	i	i	-6.0

The results go on:
Structure	TRPC6 inhibitor	MrgX1 allo act	RGS4 act	HDAC3 inh	TMEM16A inh	TMEM16A act	MrgX1 ag	MrgX1 antag	RGS4 inh	TRPC6 activator	SKKanGAS inh
Cn1c(SCC(=O)Nc2ccc3c(c2)OCCO3)nnc1C1CC1	i	i	i	-3.1	i	i	i	i	i	i	11.5
CC(C)=CC(=O)OCC(=O)NC1CCCc2ccccc21 (centres undefined)	i	i	i	2.7	i	i	i	i	i	i	-9.3
NS(=O)(=O)c1ccc(NC(=S)Nc2cc(Cl)c(Cl)cc2Cl)cc1	i	i	i	1.2	i	i	i	i	i	i	-4.1
O=c1ccc(-c2nc3cc(Cl)ccc3n2Cc2ccccc2)c[nH]1	i	i	i	-2.6	i	i	i	i	i	i	-9.2
O=C(CSc1nc2ccccc2n1-c1ccccc1)NCC1CCCO1 (centres undefined)	i	i	i	-3.9	i	i	i	i	i	i	2.6
CCOC(=O)c1c(NC(=O)c2cccc([N+](=O)[O-])c2C(=O)O)sc2c1CCCC2	i	i	i	1.7	i	i	i	i	i	36.8*	15.7
Cc1nnc2sc(SCC(=O)Nc3nccs3)nn2c1=O	i	i	i	16.3	i	i	i	i	i	i	-4.4

Screening results deposited in PubChem by several laboratories.
